AMA1 RON2 block – AMA1-RON2 (P. falciparum) interaction inhibition; AlphaScreen AMA1-biotinylated RON2 peptide binding; actives 0.2% (n = 360,000); AID 720542; Potency, µM (series often up to 58.2 µM), without a hit: at the top dose activity change, negative = inhibition, actives largely listed as inhibitors;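 note: potency is the fitted concentration of half-maximal effect; 0% = vehicle wells and -100% = peptide control; nearly all actives have a fitted effect of over 45% in size; some results filed as inactive show a strong effect at the top dose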
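AMA1 (3D7) with his tag at 25 nM final met compounds first, then biotinylated RON2 peptide at 25 nM; detection used donor plus acceptor beads, 10 µg/mL apiece, read by AlphaScreen after 30 min at room temperature.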
Sm TGR block – S. mansoni TGR enzyme inhibition; Potency, µM (highest dose often 114 µM), for the others: at the highest dose activity change, negative = inhibition, most hits filed as inhibitors; purified TGR, DTNB reduction, TNB absorbance 405 nm; Q962Y6; AID 485364; actives 3% (n = 360,000); note: potency is the fitted concentration of half-maximal effect; nearly all actives have a fitted effect of over 60% in size
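TGR 20 nM + NADPH 100 uM (dispensed conc.), cpd preinc 15 min RT; start with NADPH (500 uM addition) then DTNB (15 mM addition). Kinetic TNB absorbance, 405 nm filter. Four-parameter Hill fit across titration.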
HCMV inh – blocks human cytomegalovirus replication; HFF cells, HCMV-luciferase reporter, 72 h; hits give low values; activity change, negative = inhibition, % at 57.5 µM; actives 4.5% (n = 410,000); AID 1259415; in the data active = activity change below about -60%; inconclusive = no clear call, values can overlap the other calls; inactive = above about -39%
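Screen run at 2 compound doses on HFFs infected with reporter HCMV, MOI 1 PFU/cell. Luciferase activity from cell lysates at 72 h post infection gave inhibition relative to buffer-only and Salinomycin wells.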
AmpC inh detg – blocks E. coli AmpC beta-lactamase in detergent assay; AmpC hydrolysis of nitrocefin, absorbance 480 nm, 0.01% Triton; Potency, µM (series often up to 114 µM), without a hit: top-dose activity change, negative = inhibition, hits mostly inhibitors; actives 0.041% (n = 370,000); AID 485294;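 note: potency is the fitted concentration of half-maximal effect; 0% = no-compound wells and -100% = no-enzyme wells; nearly all actives have a fitted effect of over 25% in size; some results filed as inactive show a strong effect at the top dose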
Target sequence (P00811 whole entry, looked up): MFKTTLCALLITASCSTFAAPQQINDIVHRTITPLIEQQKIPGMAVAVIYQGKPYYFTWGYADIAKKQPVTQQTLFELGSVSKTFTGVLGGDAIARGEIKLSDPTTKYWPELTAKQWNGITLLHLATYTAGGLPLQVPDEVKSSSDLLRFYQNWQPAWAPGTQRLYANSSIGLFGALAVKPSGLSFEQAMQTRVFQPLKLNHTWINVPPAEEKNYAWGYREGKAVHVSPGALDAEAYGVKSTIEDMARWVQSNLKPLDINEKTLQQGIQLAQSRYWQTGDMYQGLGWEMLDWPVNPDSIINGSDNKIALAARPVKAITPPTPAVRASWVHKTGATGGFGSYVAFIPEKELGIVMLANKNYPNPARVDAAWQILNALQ
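20 mM phosphate pH 7.0 + 0.01% (detergent screen) or 0.0001% Triton X-100; 5.3 nM AmpC reagent; cpd preinc 15 min RT; nitrocefin (800 uM stock) to start; A480 q20 s × 4 min; Activity was normalised to no-enzyme and no-compound control wells.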
TbPYK inhibitor – inhibitors of Trypanosoma brucei pyruvate kinase. Q57TT1. Potency, µM (highest dose often 76.8 µM), for inactives: at the highest dose activity, negative = inhibition, actives largely listed as inhibitors. actives 0.12% (n = 410,000). AID 624173. TbPYK enzyme, Kinase-Glo Plus ATP luminescence, 45 min; note: potency is the fitted concentration of half-maximal effect; nearly all actives have a fitted effect of over 50% in size
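Readout: single end-point luminescence (Kinase-Glo Plus, 10 min). Reaction conditions were TbPYK/substrate plus 130 uM ADP, 45 min at RT, pH 7.2 TEA buffer. No-enzyme wells served as controls, and data were normalized before concentration-response fitting.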
LmPK inh – LmPK (Leishmania mexicana) enzyme inhibition; actives 0.37% (n = 290,000); purified LmPK, Kinase-Glo ATP luminescence, 1 h; Potency, µM (series often up to 57.5 µM), inactives show at the top dose activity change, negative = inhibition, hits mostly inhibitors; AID 1721; note: potency is the fitted concentration of half-maximal effect
Target sequence (Q27686 whole entry, looked up): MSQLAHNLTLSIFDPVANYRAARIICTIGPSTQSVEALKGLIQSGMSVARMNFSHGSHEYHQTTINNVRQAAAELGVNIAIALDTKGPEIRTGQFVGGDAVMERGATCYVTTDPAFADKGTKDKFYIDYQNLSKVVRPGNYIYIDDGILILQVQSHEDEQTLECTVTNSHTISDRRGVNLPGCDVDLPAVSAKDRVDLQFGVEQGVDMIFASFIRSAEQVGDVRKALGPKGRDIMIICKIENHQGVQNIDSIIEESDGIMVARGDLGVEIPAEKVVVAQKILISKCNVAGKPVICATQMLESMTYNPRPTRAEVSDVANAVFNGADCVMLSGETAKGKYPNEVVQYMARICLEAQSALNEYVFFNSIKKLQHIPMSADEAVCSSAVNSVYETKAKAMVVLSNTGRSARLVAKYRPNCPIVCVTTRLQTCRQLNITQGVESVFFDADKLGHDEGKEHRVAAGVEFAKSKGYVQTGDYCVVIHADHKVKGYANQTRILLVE
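Screened at intermediate enzyme activity to detect both inhibitors and activators: LmPK at 0.1 nM, with a 0.5 nM enzyme column as activation reference. PEP 0.5 mM, ADP 0.1 mM; ATP detected by luminescence after 1 h.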
AmpC inh no detg – blocks E. coli AmpC beta-lactamase in detergent-free assay | P00811 | AmpC nitrocefin hydrolysis, absorbance 480 nm, 0.0001% Triton | Potency, µM (top dose mostly 57.1 µM), for inactives: at the highest dose activity change, negative = inhibition, usual class: inhibitors | actives 0.52% (n = 330,000);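 note: potency is the fitted concentration of half-maximal effect; plate controls were no compound for no effect and no enzyme for full effect; nearly all actives have a fitted effect of over 20% in size; some results filed as inactive show a strong effect at the top dose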
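20 mM phosphate pH 7.0 + 0.01% (detergent screen) or 0.0001% Triton X-100; 5.3 nM AmpC reagent; cpd preinc 15 min RT; nitrocefin (800 uM stock) to start; A480 q20 s × 4 min; Activity was normalised to no-enzyme and no-compound control wells.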
* marks the source's active call; other numbers are inactive results; u = inconclusive; x = not tested or not shown; & = joins results of further samples; [ ] = another dose, or the depositor's remark. Unless noted, calls come from the whole dose curve; as a rule, active = well fitted curve in the direction sought with a large enough effect; inconclusive = small, poorly fitted or top-dose-only effect, or another doubt; inactive = no such curve, though single readings can be large; an effect the other way counts as inactive or inconclusive. Unless noted, % is set by controls: 0 for no effect and ±100 for the full control effect.

SMILES	AMA1 RON2 block	Sm TGR block	HCMV inh	AmpC inh detg	TbPYK inhibitor	LmPK inh	AmpC inh no detg
O=C(CCS(=O)(=O)Cc1ccccc1)N1CCc2ccccc2C1	-1%	28µM*	16	-10%	u	5%	-22%
CCN(CC(=O)Nc1ccccc1C(F)(F)F)C(=O)c1cccc(S(=O)(=O)N2CCN(C)CC2)c1	27%	-11%	-21	-6%	2%	x	30%
C=CCN1CCS(=O)(=O)N(Cc2ccccc2)[C@@H](C(C)C)C1=O	13%	x	25	x	-7%	x	-6%
CC(=O)Nc1cc(S(=O)(=O)C(F)(F)F)ccc1Cl	3%	-4%	-34	u	-10%	-4%	-7%
CC(=O)c1ccc(Nc2ncnc3c2oc2ccccc23)cc1	-7%	0%	108	u	3%	-2%	-21%
CC(C(=O)N=Nc1c(O)n(C)c2ccc(Br)cc12)n1cnc2ccccc2c1=O (centres undefined)	x	-7%	17	2%	x	6%	-18%
CN1CCN(Cc2c(O)ccc3c(-c4ccccc4)cc(=O)oc23)CC1	-1%	32µM*	-30	-11%	1%	-2%	13%
CCOc1ccc2[nH]c(=O)c(C(c3nnnn3C3CCCCC3)N3CCN(C)CC3)cc2c1 (centres undefined)	14%	u	-28	-2%	2%	1%	-13%
Cc1ccc(S(=O)(=O)N2C[C@@H]3[C@H]4CC[C@H](C4)[C@@H]3[C@@H](C)[C@@H]2c2cn(Cc3ccccc3)c3ccc(F)cc23)cc1	-12%	x	-34	x	-8%	x	-29%
CN(C(=S)NC(=O)C1(C)CC1(Cl)Cl)c1ccccc1 (centres undefined)	37%[activator]	1%	1	2%	-10%	5%	-12%
COC(=O)c1c(C(=O)NCc2ccccc2)ncn1CC(O)COc1ccccc1 (centres undefined)	3%	3%	16	u	-4%	4%	58%
COc1ccc(/C=C2\N=C(c3c(-c4ccccc4)noc3C)OC2=O)cc1OC	8%	1%	-12	2%	6%	-4%	-7%

Quoted from the listing:
In LmPK inh, `O=C(CCS(=O)(=O)Cc1ccccc1)N1CCc2ccccc2C1` is listed with 5%
In HCMV inh, `Cc1ccc(S(=O)(=O)N2C[C@@H]3[C@H]4CC[C@H](C4)[C@@H]3[C@@H](C)[C@@H]2c2cn(Cc3ccccc3)c3ccc(F)cc23)cc1` is listed with -34
In LmPK inh, `CC(=O)c1ccc(Nc2ncnc3c2oc2ccccc23)cc1` is listed with -2%

Structures above that contain a Cl atom, in the order listed:
SMILES	AMA1 RON2 block	Sm TGR block	HCMV inh	AmpC inh detg	TbPYK inhibitor	LmPK inh	AmpC inh no detg
CC(=O)Nc1cc(S(=O)(=O)C(F)(F)F)ccc1Cl	3%	-4%	-34	u	-10%	-4%	-7%
CN(C(=S)NC(=O)C1(C)CC1(Cl)Cl)c1ccccc1 (centres undefined)	37%[activator]	1%	1	2%	-10%	5%	-12%

Retrieved by compound from the list above:
SMILES	AMA1 RON2 block	Sm TGR block	HCMV inh	AmpC inh detg	TbPYK inhibitor	LmPK inh	AmpC inh no detg
Cc1ccc(S(=O)(=O)N2C[C@@H]3[C@H]4CC[C@H](C4)[C@@H]3[C@@H](C)[C@@H]2c2cn(Cc3ccccc3)c3ccc(F)cc23)cc1	-12%	x	-34	x	-8%	x	-29%
O=C(CCS(=O)(=O)Cc1ccccc1)N1CCc2ccccc2C1	-1%	28µM*	16	-10%	u	5%	-22%
C=CCN1CCS(=O)(=O)N(Cc2ccccc2)[C@@H](C(C)C)C1=O	13%	x	25	x	-7%	x	-6%
CC(C(=O)N=Nc1c(O)n(C)c2ccc(Br)cc12)n1cnc2ccccc2c1=O (centres undefined)	x	-7%	17	2%	x	6%	-18%
CC(=O)Nc1cc(S(=O)(=O)C(F)(F)F)ccc1Cl	3%	-4%	-34	u	-10%	-4%	-7%
COc1ccc(/C=C2\N=C(c3c(-c4ccccc4)noc3C)OC2=O)cc1OC	8%	1%	-12	2%	6%	-4%	-7%

(further entries)
SMILES	AMA1 RON2 block	Sm TGR block	HCMV inh	AmpC inh detg	TbPYK inhibitor	LmPK inh	AmpC inh no detg
COCc1c(C(=O)N/N=C\c2cccnc2)nnn1-c1nonc1N	25%	2%	-25	u	4%	-10%	-1%
COc1cccc(CNC(=O)c2cccc(NC(=O)CC3SC(N4CCCCC4)=NC3=O)c2)c1 (centres undefined)	13%	u	0	-1%	1%	x	33%
Cc1ccc(N/C=C(/C#N)c2ccsc2)cc1	-7%	-1%	27	-12%	1%	0%	x
CCN(C(=O)c1ccc2c(c1)OCO2)C1CCS(=O)(=O)C1 (centres undefined)	14%	-6%	-10	-11%	0%	x	-3%
CCC(OC(=O)c1nsc(Cl)c1Cl)C(=O)NC(C)(C)CC (centres undefined)	7%	x	8	-9%	-4%	-1%	-1%
COC(=O)CCC(=O)Nc1ccc(S(=O)(=O)N2CCCCCC2)cc1	-24%	-13%	-32	2%	x	3%	-34%
Cc1cc(C)c2[nH]c(=O)c(C(c3nnnn3CC3CCCO3)N3CCC(C)CC3)cc2c1 (centres undefined)	19%	14µM*	-6	u	-14%	5%	71%[activator]
Cc1ccc(NC(=O)COC(=O)c2ccc(CN3CCCC3=O)cc2)cc1C	11%	0%	-12	u	-14%	x	30%
Cc1ccccc1C(=O)c1cccn1CC(=O)NCc1ccccc1Cl	26%	-5%	55	1%	7%	-7%	-16%
COc1ccc2c3n([n+]([O-])c2c1)CCN=C3c1ccc(Cl)cc1	16%	-3%	-6	1%	-3%	x	-16%
CC1CCCCN1Cc1ccc(N)cc1 (centres undefined)	2%	0%	12	-1%	3%	-3%	170%[activator]
CCNC(=O)Nc1cc2nc(C)n(Cc3ccc(Br)cc3)c2nc1C	-1%	-6%	-28	-9%	-7%	-2%	25%

Whole records as entered above. Order of values: AMA1 RON2 block | Sm TGR block | HCMV inh | AmpC inh detg | TbPYK inhibitor | LmPK inh | AmpC inh no detg
CN1CCN(Cc2c(O)ccc3c(-c4ccccc4)cc(=O)oc23)CC1 is listed as -1% | 32µM* | -30 | -11% | 1% | -2% | 13%
CCN(C(=O)c1ccc2c(c1)OCO2)C1CCS(=O)(=O)C1 (centres undefined) is listed as 14% | -6% | -10 | -11% | 0% | x | -3%

Remaining list, next part
SMILES	AMA1 RON2 block	Sm TGR block	HCMV inh	AmpC inh detg	TbPYK inhibitor	LmPK inh	AmpC inh no detg
CCOc1ccccc1N=C1NC(=O)CS1	12%	-3%	18	3%	0%	5%	-15%
COCCNC(=O)c1ccc(N(C)S(=O)(=O)c2ccc(OC)c(OC)c2)cc1	11%	3%	11	-9%	2%	-2%	-9%
CCn1ncc(Br)c1C(=O)Nc1ccc(OC(F)(F)F)cc1	6%	-9%	-1	1%	-2%	1%	0%
Cc1c(NC(=S)NC(=O)COc2ccccc2)c(=O)n(-c2ccccc2)n1C	2%	-7%	17	-6%	6%	-1%	19%[2.29 µM]
O=C(Cn1cnc2c(nc3n2CCCCC3)c1=O)Nc1cccc(C(F)(F)F)c1	3%	-15%&21%	24&22	1%&12%	-1%&1%	0%	12%
CN(CC(=O)Nc1cccc(F)c1)C(=O)C1CC(=O)N(CCc2ccccc2)C1 (centres undefined)	7%	-14%	-20	-20%	-9%	x	2%
Cc1ccc(NC(=O)C(=O)NCC(c2cccnc2)N2CCOCC2)cc1 (centres undefined)	x	0%	-13	18%	0%	x	x
Cc1ccc(C)c(COC(=O)c2cc(S(=O)(=O)N3CCCCC3)ccc2N2CCOCC2)c1	-2%	-1%	-8	-3%	0%	x	45%
O=C1OCCC1Sc1nnc(-c2ccc3c(c2)OCO3)n1-c1ccccc1 (centres undefined)	10%	21%	15	-11%	u	0%	3%
COc1cc(-c2cc3n(C)c(C)c(CCC(=O)O)c(=O)n3n2)cc(OC)c1OC	x	-2%	4	-2%	3%	x	x
Clc1ccc2nsnc2c1NC1=NCCN1	-7%&10%	-2%	22&19	u	-2%&-3%&1%	x	-13%
CC(=O)N1CCN(c2ccc(NCc3cccc(C)c3)cc2)CC1	x	-35%	-77*	7%	-19%	x	68%[activator]
CCOc1ccc(N(CC(=O)NCCCOC)S(C)(=O)=O)cc1	0%	-1%	6	4%	5%	8%	-3%
Cn1c(=O)[nH]c(=O)c2c1nc(CN1CCN(c3ccc(F)cc3)CC1)n2CCCc1ccccc1	-6%	-2%	62	u	-3%	6%	83%[activator]
COc1ccccc1C(CNC(=O)C(C)Oc1ccc(Br)cc1)N1CCCC1 (centres undefined)	-8%	12%	-32	u	-4%	x	35%
COc1ccc(-n2cc(C(=O)N(CCN(C)C)Cc3ccccc3)c3ccccc3c2=O)cc1	x	-8%	-21	0%	-1%	x	x
COC(=O)C1=C(NC(=O)c2ccc(C)c(C)c2)CCS1	13%	-10%	78	2%	-2%	-9%	-12%
CN1C(C(=O)Nc2ccccn2)=C(O)c2sccc2S1(=O)=O	-5%	2%	14	-5%	-1%	-5%	-18%
O=C(Cc1cccs1)N1CCCC(c2nc(-c3ccc(S(=O)(=O)N4CCCC4)cc3)no2)C1 (centres undefined)	-12%	0%	-33	-15%	-2%	2%	50%
CCC(=O)N1CCc2cc(S(=O)(=O)CCC(=O)N3CCN(c4ccc(F)cc4)CC3)ccc21	2%	0%	2	-13%	7%	7%	98%[activator]
O=C(CCc1ccccc1)NNC(=O)c1cccc(F)c1	18%	-1%	-39	4%	3%	4%	-11%
CC(CC1C(C#N)=C(N)SC(N)=C1C#N)c1ccccc1 (centres undefined)	32%[activator]	u	-23	-1%	-8%	-4%	-51%
CC(=O)N1c2ccc(S(=O)(=O)N3CCC(C(=O)NCc4ccc(C)cc4)CC3)cc2CC1C (centres undefined)	5%	-15%	u	-2%	3%	-11%	70%[activator]
O=C(COc1ccccc1)NC1=NCCS1	13%	2%	23	u	1%	u	-9%

High-throughput results as filed in PubChem.
